Screens deposited in PubChem BioAssay by National Center for Advancing Translational Sciences (NCATS).
IL-2 act: qHTS of IL-2 Activators; IL-2 activation reporter assay, cell-based qHTS; stimulated with anti-CD3/CD4/CD28 beads; in transgenic mouse T cells; activation, % (series mostly up to about 46 µM); actives 0.065% (n = 360,000); AID 652025, 2013; in the data active = activation above about 50%; also: 0% is about no effect
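Unstimulated transgenic mouse T cells, 750 per well, received compound and, after 60 minutes, anti-CD3/anti-CD4 bead plus anti-CD28 stimulation. EGFP and DsRed were quantified after 18 hours.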
PLK1 PBD inh: qHTS for Inhibitors of PLK1-PDB (polo-like kinase 1 - polo-box domain): Primary Screen; Plk1 PBD binding of FITC phosphopeptide, fluorescence polarization; actives 2.8% (n = 360,000); Serine/threonine-protein kinase PLK1 (Homo sapiens), P53350; Potency, µM, for the others: max response, negative = inhibition, most hits filed as inhibitors; also: potency is read from the fitted curve at half-maximal effect; series mostly up to about 57 µM; % is scaled to controls: 0 for no effect and ±100 for the full control effect; nearly all actives have a fitted effect of over 65% in size
EPAC2 ag: qHTS for Agonist of cAMP-regulated guanine nucleotide exchange factor 4 (EPAC2): primary screen; EPAC2 activation, biochemical qHTS; response scale: 100% = 6.5 mM cAMP response; Potency, µM (titrated, usually from 154 µM), without a hit: at the highest dose activation, hits mostly activators; actives 0.079% (n = 360,000); AID 720711, 2013; also: potency is read from the fitted curve at half-maximal effect; nearly all actives have a fitted effect of over 50% in size
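Setup: EPAC2 100 nM, labeled Rap1B complex 250 nM, free GDP 50 uM. Compound titrations pinned in, brief spin, 5 min room temperature incubation. Kinetic fluorescence read over 30 min, normalized to 6.5 mM cAMP.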
WRN inhibitor: qHTS for Inhibitors of WRN Helicase; Bifunctional 3'-5' exonuclease/ATP-dependent helicase WRN (Homo sapiens), Q14191; Potency, µM (top dose mostly 114 µM), inactives show at the top dose activity change, negative = inhibition, most hits filed as inhibitors; WRN helicase unwinding, fluorescent forked duplex, kinetic; actives 0.46% (n = 360,000); AID 651768, 2012; also: potency is read from the fitted curve at half-maximal effect; % is scaled to controls: 0 for no effect and ±100 for the full control effect; nearly all actives have a fitted effect of over 55% in size
Target sequence (Q14191 whole entry, looked up): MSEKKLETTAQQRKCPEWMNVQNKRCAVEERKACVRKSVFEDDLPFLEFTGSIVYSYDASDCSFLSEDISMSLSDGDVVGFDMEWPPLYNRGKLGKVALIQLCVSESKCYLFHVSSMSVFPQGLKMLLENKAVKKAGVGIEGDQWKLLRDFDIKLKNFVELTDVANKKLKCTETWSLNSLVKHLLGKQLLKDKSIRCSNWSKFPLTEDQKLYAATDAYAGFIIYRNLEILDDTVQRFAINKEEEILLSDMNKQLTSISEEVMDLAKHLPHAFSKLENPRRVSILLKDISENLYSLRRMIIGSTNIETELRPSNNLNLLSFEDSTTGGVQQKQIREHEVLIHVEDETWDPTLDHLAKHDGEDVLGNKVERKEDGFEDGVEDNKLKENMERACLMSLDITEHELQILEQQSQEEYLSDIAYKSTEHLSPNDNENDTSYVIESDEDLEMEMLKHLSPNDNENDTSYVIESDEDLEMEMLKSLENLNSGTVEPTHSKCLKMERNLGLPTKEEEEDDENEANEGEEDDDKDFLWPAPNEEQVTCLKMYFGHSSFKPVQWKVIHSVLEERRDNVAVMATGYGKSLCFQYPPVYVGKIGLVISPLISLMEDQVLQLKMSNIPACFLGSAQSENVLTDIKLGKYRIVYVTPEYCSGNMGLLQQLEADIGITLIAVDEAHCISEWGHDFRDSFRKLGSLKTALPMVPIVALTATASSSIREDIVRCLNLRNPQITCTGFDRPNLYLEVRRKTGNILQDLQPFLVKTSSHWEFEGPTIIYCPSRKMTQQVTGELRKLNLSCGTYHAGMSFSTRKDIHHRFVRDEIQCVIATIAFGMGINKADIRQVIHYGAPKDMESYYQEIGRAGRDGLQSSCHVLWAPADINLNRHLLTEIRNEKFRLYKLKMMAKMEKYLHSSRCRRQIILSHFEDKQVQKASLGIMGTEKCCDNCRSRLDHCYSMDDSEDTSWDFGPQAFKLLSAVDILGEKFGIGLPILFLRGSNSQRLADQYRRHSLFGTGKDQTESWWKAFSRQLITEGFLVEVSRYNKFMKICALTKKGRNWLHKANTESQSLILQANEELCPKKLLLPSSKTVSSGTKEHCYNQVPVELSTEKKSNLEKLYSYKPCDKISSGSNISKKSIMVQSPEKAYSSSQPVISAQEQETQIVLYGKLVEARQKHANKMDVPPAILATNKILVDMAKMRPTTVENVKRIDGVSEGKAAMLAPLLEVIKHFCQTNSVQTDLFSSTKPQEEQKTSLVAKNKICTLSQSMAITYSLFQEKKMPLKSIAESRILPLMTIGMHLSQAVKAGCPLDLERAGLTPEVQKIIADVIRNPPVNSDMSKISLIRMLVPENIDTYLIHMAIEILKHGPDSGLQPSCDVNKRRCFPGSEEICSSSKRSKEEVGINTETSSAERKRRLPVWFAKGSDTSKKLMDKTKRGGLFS
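Kinetic red-fluorescence monitoring (525/598 nm) tracks WRN helicase activity after 100 nM fluorophore-quencher forked duplex and 2 mM ATP are added to 20 nM enzyme pretreated 15 min at room temperature with compound.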
PI5P4Ka inh: qHTS for Inhibitors of phosphatidylinositol 5-phosphate 4-kinase (PI5P4K); actives 1.2% (n = 330,000); max response, %; Phosphatidylinositol 5-phosphate 4-kinase type-2 alpha (Homo sapiens), P48426; PI5P4Kalpha enzyme, ADP-Glo luminescence, 60 min; stronger effect = lower value; active = max response of -50% or lower; also: value at the top dose of about 77 µM; % is scaled to controls: 0 for no effect and ±100 for the full control effect
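ADP-Glo luminescence end-point after a 60 min room-temperature kinase reaction. PI5P4Kalpha and substrate in HEPES pH 7.4 buffer with EGTA, 0.1% CHAPS and 5% DMSO; ATP at 5 microM final.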
EPAC1 ag: qHTS for Agonist of cAMP-regulated guanine nucleotide exchange factor 3 (EPAC1): primary screen; Potency, µM (doses to about 154 µM), for inactives: at the highest dose activation, hits mostly activators; EPAC1 agonist qHTS, biochemical assay; response scale: 100% = response to 6.5 mM cAMP; actives 0.073% (n = 360,000); also: potency is read from the fitted curve at half-maximal effect; nearly all actives have a fitted effect of over 60% in size
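Fluorescent GDP-exchange assay: 100 nM EPAC1 with 250 nM Rap1B preloaded with BODIPY-GDP and 50 uM GDP; compounds tested as concentration series, 5 min at room temperature, then read every 5 min for 30 min (ex 480/em 540 nm); normalized to 6.5 mM cAMP.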
CCT chaperon mod: High-Throughput Screening for Modulators of Cytosolic Chaperonin Activity. AID 651819, 2012. actives 0.3% (n = 360,000). purified chaperonin ATPase assay, HTRF ADP detection, 30 min. activity change, % (test concentration not listed), hits read low; in the data active = activity change below about -30%; also: % is scaled to controls: 0 for no effect and ±100 for the full control effect
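Nucleotide hydrolysis assay: TRiC at 20–40 nM final (set by batch activity) with 10 uM ATP, 30 min at 37 °C, in presence of 76 uM compound. Detection by competitive ADP HTRF, 30 min ambient.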
EPAC1 antagonist: qHTS for Antagonist of cAMP-regulated guanine nucleotide exchange factor 3 (EPAC1): primary screen; Rap guanine nucleotide exchange factor 3 (Homo sapiens), O95398; EPAC1 GEF assay, Rap1b-BODIPY-GDP exchange fluorescence; Potency, µM (doses to about 115 µM), without a hit: top-dose activity change, negative = inhibition, actives largely listed as inhibitors; AID 720709, 2013; actives 0.14% (n = 360,000);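 also: potency is read from the fitted curve at half-maximal effect; plate controls were vehicle for no effect and positive control for full effect; nearly all actives have a fitted effect of over 50% in size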
An asterisk follows results filed as active; . = no result given; [ ] = remark or other dose. Unless noted, calls follow the shape of the dose curve; as a rule, active = well fitted curve in the direction sought with a large enough effect; inconclusive = small, poorly fitted or top-dose-only effect, or another doubt; inactive = no such curve, though single readings can be large; an effect the other way counts as inactive or inconclusive. Not all compounds are listed; the hit share may differ from the screen's.

SMILES | IL-2 act | PLK1 PBD inh | EPAC2 ag | WRN inhibitor | PI5P4Ka inh | EPAC1 ag | CCT chaperon mod | EPAC1 antagonist
O=S(=O)(NCC1CCCO1)c1cc(Cl)ccc1Cl (stereo not given) | -1.7 | -7% | 9% | -10% | . | 3% | 0.7 | -1%
CN(c1ccccc1)S(=O)(=O)c1ccc(C(=O)NCc2ccccc2CN2CCCC2)cc1 | 1.2 | -4% | 10% | 0% | -4 | 11% | 0.5 | -7%
Cc1ccc(N(C(=O)Cn2nnc(-c3ccc(C)o3)n2)C(C(=O)NC2CCCC2)c2ccco2)cc1 (stereo not given) | -0.4 | -8% | -7% | 8% | . | 3% | -1.5 | 10%
COc1ccc(-c2csc(Nc3ccc(O)cc3)n2)cc1 | 3.0 | 4% | 2% | -3% | 3 | 2% | 0.1 | -9%
N#Cc1c(NC(=O)Cn2cnc3ccccc3c2=O)oc(-c2ccccc2)c1-c1ccccc1 | 0.6 | -12% | 18% | -1% | -1 | 7% | 0.4 | -15%
N/C(=N\OC(=O)CCC1CCCC1)c1ccc(Cl)cc1 | -6.6 | -20% | 12% | -6% | -3 | 2% | 0.7 | -3%
COc1ccc(NC(=O)COC(=O)c2cc(C)oc2C)c([N+](=O)[O-])c1 | 0.6 | -6% | -1% | 3% | 4 | 3% | -2.0 | -17%
COc1ccccc1NC(=O)c1c[nH]c2ccccc12 | -3.0 | 2% | 15% | -5% | -9 | 1% | -2.4 | 10%
CC(C)(C)C(=O)Nc1ccc(C(=O)N/N=C/c2ccccc2OC(=O)c2ccc(Cl)cc2Cl)cc1 | 0.2 | 2% | 1% | -3% | 0 | -5% | -0.6 | 5%
O=C(c1ccccc1)c1nc2c(n1O)CCCCC2 | -0.6 | -4% | 3% | 2% | -1 | -6% | -0.3 | 8%
C[C@@H]1Cc2[nH][nH]c(=O)c2[C@H](C)O1 | -0.2 | 5% | -4% | 4% | -4 | -5% | -0.2 | -15%
CCN1CCN(c2ccc(NC(=O)c3cccc(S(=O)(=O)N4CCCC4)c3)cc2)CC1 | -1.6 | -1% | 5% | 2% | -1 | 6% | -0.6 | 0%
CC(=O)N1CCN(C(C)=O)C1c1ccccc1 | -4.4 | -2% | -1% | 10% | 1 | 2% | -1.1 | 0%
CNC(=S)Nc1cccc([N+](=O)[O-])c1 | -1.0 | -5% | 15% | 7% | -4 | 5% | -3.3 | -3%
CCOC(=O)c1ccc(CN2C(=O)c3ccccc3S2(=O)=O)cc1 | -2.2 | -2% | 0% | 6% | 1 | 2% | 1.3 | -7%
CC(=O)Nc1ccccc1C(=O)C(=O)NCCc1ccccc1 | 0.5 | -9% | 5% | -1% | 2 | -3% | -2.8 | -5%
Cc1cc(Cl)ccc1NC(=O)COC(=O)c1cc([N+](=O)[O-])ccc1N1CCOCC1 | -4.4 | -10% | -1% | -4% | 9 | 10% | 1.5 | -17%
Cc1cc(NC(=O)c2ccc([N+](=O)[O-])cc2)no1 | 1.6 | 21µM* | 4% | -14% | -12 | 2% | -1.1 | 4%
COc1ccc(S(=O)(=O)N(CC(=O)NCC2CCCO2)c2ccc(Cl)cc2)cc1 (stereo not given) | -1.8 | -2% | 5% | -3% | -13 | -3% | 1.2 | 15%
CCN1CCCC1CNC(=O)CSc1cc(=O)n(CC)c2ccccc12 (stereo not given) | -0.8 | -6% | 2% | 6% | . | -2% | 0.4 | 8%
COC(=O)C(Cc1ccc(O)cc1)N1Cc2ccccc2C1=O (stereo not given) | -1.0 | -1% | 1% | 5% | 0 | 2% | -3.0 | -11%
CCN(CC)C(=O)CSc1nc2c(sc(=S)n2-c2ccccc2)c(=O)n1Cc1ccco1 | -3.7 | 24µM* | -8% | -36% | . | 5% | 2.3 | -15%
N#CCC(=O)Nc1ccc(C(=O)NCCc2c[nH]c3ccccc23)cc1 | -0.3 | -4% | 9% | 1% | -15 | 8% | -6.0 | -6%
COC(=O)c1c(NC(=O)C2CC2)sc2c1CCCC2 | -2.4 | 6% | 10% | -2% | 3 | -5% | -2.3 | -9%
O=C(CCNC(=O)c1ccc(Br)cc1)NNC(=O)c1ccccc1 | -0.2 | -4% | 0% | -20% | 6 | 16% | -2.4 | -9%
Following part.
SMILES | IL-2 act | PLK1 PBD inh | EPAC2 ag | WRN inhibitor | PI5P4Ka inh | EPAC1 ag | CCT chaperon mod | EPAC1 antagonist
CCOc1nc(SCCOc2ccccc2)nc(N(C)C)n1 | -1.0 | -3% | 16% | -1% | 1 | 7% | -1.7 | -7%
S=C(Nc1ccccc1Cl)N(CCCN1CCOCC1)Cc1ccco1 | -1.5 | -8% | 3% | 3% | -2 | -6% | 1.3 | 8%
CCOP(C)(=O)C1(C(=O)OCc2ccccc2)CC1 (stereo not given) | -1.3 | -4% | 16% | -20% | 5 | 6% | -1.3 | -22%
CC1(C)CC(=O)C(N=Nc2c(F)cccc2F)=C(O)C1 | 0.7 | 5% | -4% | 9% | 0 | -5% | -0.2 | 20%
Cc1cc(-c2c(C)[nH]n(-c3ccccc3)c2=O)n[nH]1 | -2.9 | -16% | 4% | -10% | 1 | -6% | -1.3 | -12%
CN(C)CCCn1c(SCCN2C(=O)c3ccccc3C2=O)nc2ccccc2c1=O | -1.9 | -9% | 16% | 2% | 0 | 10% | -0.7 | -10%
COc1ccc(CCNC(=O)C2CCN(S(=O)(=O)c3cccc4nsnc34)CC2)cc1OC | 2.7 | -1% | 3% | 5% | 1 | -9% | -0.4 | 8%
COc1ccc(C)cc1Nc1cc(C)nc2ncnn12 | 0.5 | -8% | 5% | -8% | -4 | -10% | 0.6 | -11%
Cc1nc2nc(-c3ccco3)nn2c(C)c1Cl | -0.5 | -16% | 2% | -12% | -13 | -1% | 2.1 | -2%
O=C(NC12CC3CC(CC(C3)C1)C2)c1ccc(S(=O)(=O)N2CCOCC2)cc1 | 12 | -4% | -4% | -2% | -6 | 4% | -3.3 | -7%
O=C(N/N=C/c1cccnc1)c1cccc(S(=O)(=O)N2CCCC2)c1 | -3.0 | -5% | -2% | 0% | -11 | -13% | -5.4 | 22%
COc1cccc(NC(=O)Nc2nnc(Cc3ccccc3F)s2)c1 | -0.5 | -15% | 6% | -5% | 5 | -13% | -0.6 | -6%
COCCOC(=O)C1=C(C)NC2=C(C(=O)CC(C)(C)C2)C1c1ccc2c(c1)OCO2 (stereo not given) | -1.2 | 0% | 5% | -3% | . | -1% | -4.0 | 2%
CCOC(=O)CCCNC(=O)COC(=O)c1ccc(O)cc1 | -3.6 | -3% | 1% | -2% | -1 | 2% | 0.8 | 12%
O=[N+]([O-])c1cc(-c2csc(NCCc3nc4cc(C(F)(F)F)ccc4n3CCCO)n2)ccc1Cl | -0.7 | -8% | -3% | -3% | -12 | -4% | 0.6 | -1%
COc1ccc(NC(=O)CN(C)C(=O)c2ccc(S(=O)(=O)N3CCOCC3)cc2)cc1 | 0.2 | 2% | -1% | 7% | 3 | 6% | -0.2 | 5%
Cc1cccc(C)c1NC(=O)COC(=O)COc1ccc2c(C)cc(=O)oc2c1 | -1.7 | -11% | 0% | -18% | 6 | -9% | -1.8 | -11%
CCC(C)(C)n1nnnc1C(c1ccc2ncccc2c1)N1CCCCCC1 (stereo not given) | -4.7 | 0% | 13% | 3% | -2 | 4% | -0.4 | 10%
CN(C)CCn1c2c(c(SCC(=O)Nc3cccc4ccccc34)nc1=O)CCCC2 | -2.7 | 0% | 2% | 1% | 9 | -2% | 0.3 | 4%
CCOc1ncccc1C(=O)N1CCCSC1=Nc1ccccc1OC | -0.8 | 4% | -1% | -4% | -1 | 8% | 0.0 | -7%
Cc1ccnc(NS(=O)(=O)c2ccccc2)c1 | 0.8 | -10% | 7% | 0% | 3 | 6% | -1.9 | -10%
Cc1ccc(S(=O)(=O)N2CC3(C)CN(S(=O)(=O)c4ccc(C)cc4)CC(C)(C2)C3=O)cc1 | -2.5 | -5% | 1% | -14% | . | -2% | 3.3 | 12%
O=C(NCC1([N+](=O)[O-])CN(C(=O)c2ccccc2)CN(C(=O)c2ccccc2)C1)c1ccccc1 | -0.5 | 3% | -11% | -7% | 7 | 2% | -0.9 | -7%
CC(=O)NCCc1nc2ccccc2n1Cc1ccc(C)cc1 | -3.2 | -4% | 13% | 6% | 0 | -32%[inhibitor] | 0.6 | -4%
CC1=C(C(=O)N(C)C)CC(CC(=O)NC(c2ccccc2)c2ccccc2)C(=O)N1CCCN1CCCC1=O (stereo not given) | -0.2 | -2% | 9% | 5% | 3 | 6% | -0.1 | 6%
CCOc1ccc(-c2ccc(SCC(=O)Nc3nnc(CC)s3)nn2)cc1 | 0.5 | -14% | -8% | -2% | -5 | 8% | 1.0 | -8%
CC(=O)N1N=C(c2ccc(C)cc2)CC1c1ccc2c(c1)OCO2 (stereo not given) | -2.4 | 5% | 12% | -6% | 2 | 5% | 0.9 | -3%
Cc1ccc(-c2nc(CS(=O)(=O)CC(=O)NCCCN3CCOCC3)c(C)o2)cc1 | 0.0 | 3% | -3% | 8% | 1 | -1% | -4.4 | 11%
O=C(COC(=O)CNC(=O)c1ccc(Cl)c([N+](=O)[O-])c1)NC(=O)CN1CCCC1=O | -2.7 | 0% | -7% | -12% | -1 | 3% | 0.2 | 5%
O=S(=O)(NCC(c1ccco1)N1CCN(c2ccc(F)cc2)CC1)c1ccc(F)cc1 (stereo not given) | -2.5 | -5% | 9% | -9% | 10 | 5% | 1.5 | 10%

Some of the entries above in a different format.
molecule	IL-2 act	PLK1 PBD inh	EPAC2 ag	WRN inhibitor	PI5P4Ka inh	EPAC1 ag	CCT chaperon mod	EPAC1 antagonist
O=S(=O)(NCC1CCCO1)c1cc(Cl)ccc1Cl (stereo not given)	-1.7	-7%	9%	-10%	.	3%	0.7	-1%
COc1ccc(CCNC(=O)C2CCN(S(=O)(=O)c3cccc4nsnc34)CC2)cc1OC	2.7	-1%	3%	5%	1	-9%	-0.4	8%
O=C(N/N=C/c1cccnc1)c1cccc(S(=O)(=O)N2CCCC2)c1	-3.0	-5%	-2%	0%	-11	-13%	-5.4	22%
